# MrgX1 ag: agonists of human MrgX1 receptor. Q96LB2. MrgX1-HEK293 cells, Fluo-4 calcium fluorescence, agonist mode; stronger effect = higher value. B-score at 10 µM. 310,000 compounds, 0.44% hits. AID 588627;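 active = calcium response B-score plate-corrected fluorescence ratio at least 3 library SD, with starting fluorescence B-score inside 5 SD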
#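 Test system: HEK293 cells stably expressing human MrgX1 receptor; Input: fifteen thousand cells per well; Dosing: compound delivered in addition one of three; Schedule: overnight seeding, then 1 h dark dye loading; Technique: Fluo-4 NW calcium fluorescence; Measure: B-scored fluorescence response ratio; Controls: positive and negative controls per plate.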
# MrgX1 PAM: human MrgX1 positive allosteric modulation, primary screen; MrgX1-HEK293, Fluo-4 calcium flux, FDSS; stronger effect = higher value; B-score at 10 µM; 310,000 compounds, 0.63% hits; Q96LB2;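 active = plate-corrected calcium response at least 3 library SD above typical, normal starting fluorescence, not activating the receptor alone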;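 also: compound read alongside a low EC10 to EC30 dose of BAM8-22 agonist; peak minus trough fluorescence over baseline measured at the second addition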
# TRPC6 inh: blocks the mouse TRPC6 cation channel; 310,000 compounds, 1.1% hits; AID 2553; HEK293-TRPC6, membrane potential dye, ACh-evoked depolarization; stronger effect = lower value; Q61143; B-score at 10 µM;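 active = B-score under library mean minus 3 SD, initial fluorescence not abnormally high, positive integrated signal ratio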;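 also: B-score derived from integrated fluorescence ratio over the kinetic read; more negative B-score means stronger inhibition of depolarization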
# MrgX1 antagonist: antagonists of human MrgX1 receptor. B-score at 10 µM. Q96LB2. 310,000 compounds, 1.3% hits. MRGX1-HEK293 calcium flux, Fluo-4, BAM8-22 antagonism; stronger effect = lower value;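 active = calcium-response B-score plate-corrected more than 3 library SD below zero, starting fluorescence within 5 deviations, no agonist response on first addition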;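 also: peak minus trough fluorescence over baseline after final BAM8-22 challenge near maximal dose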
# SKKanGAS inh: inhibitors of SKKanGAS S. pyogenes growth in kanamycin (SK-promoter or general growth effect) | BacTiter-Glo, 6 h | inhibition, % at 7.5 µM | 300,000 compounds, 1.3% hits;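 active = mean replicate score, as percent of positive control median, at least 50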;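 also: strain carries kanamycin resistance gene driven by streptokinase promoter and grows in 40 µg/ml kanamycin; loss of luminescence reflects streptokinase promoter inhibition or plain growth inhibition; 0% = median of DMSO wells and 100% = positive control at its reference dose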
# TRPC6 act: activates the mouse TRPC6 cation channel; HEK293-TRPC6 membrane potential dye fluorescence; stronger effect = higher value; 310,000 compounds, 0.13% hits; AID 2550; B-score at 10 µM; Q61143;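 active = B-score of the integrated fluorescence ratio above library mean plus 3 SD, and starting fluorescence ratio within library mean plus 5 SD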;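 also: higher score means more depolarization so channel activation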
# TMEM16A inh: mouse TMEM16A channel inhibition, primary screen | HEK293 TMEM16A/YFP iodide influx fluorescence, ionomycin | normalized B-score (activity score, 25-100; higher = stronger inhibition) at 10 µM | 310,000 compounds, 1.2% hits | AID 588511;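 active = ratio plate-corrected score three or more library SD toward inhibition, starting fluorescence score within five deviations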;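 also: score derived from kinetic fluorescence span divided by baseline fluorescence per well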
# Target sequence (Q8BHY3 whole entry, looked up): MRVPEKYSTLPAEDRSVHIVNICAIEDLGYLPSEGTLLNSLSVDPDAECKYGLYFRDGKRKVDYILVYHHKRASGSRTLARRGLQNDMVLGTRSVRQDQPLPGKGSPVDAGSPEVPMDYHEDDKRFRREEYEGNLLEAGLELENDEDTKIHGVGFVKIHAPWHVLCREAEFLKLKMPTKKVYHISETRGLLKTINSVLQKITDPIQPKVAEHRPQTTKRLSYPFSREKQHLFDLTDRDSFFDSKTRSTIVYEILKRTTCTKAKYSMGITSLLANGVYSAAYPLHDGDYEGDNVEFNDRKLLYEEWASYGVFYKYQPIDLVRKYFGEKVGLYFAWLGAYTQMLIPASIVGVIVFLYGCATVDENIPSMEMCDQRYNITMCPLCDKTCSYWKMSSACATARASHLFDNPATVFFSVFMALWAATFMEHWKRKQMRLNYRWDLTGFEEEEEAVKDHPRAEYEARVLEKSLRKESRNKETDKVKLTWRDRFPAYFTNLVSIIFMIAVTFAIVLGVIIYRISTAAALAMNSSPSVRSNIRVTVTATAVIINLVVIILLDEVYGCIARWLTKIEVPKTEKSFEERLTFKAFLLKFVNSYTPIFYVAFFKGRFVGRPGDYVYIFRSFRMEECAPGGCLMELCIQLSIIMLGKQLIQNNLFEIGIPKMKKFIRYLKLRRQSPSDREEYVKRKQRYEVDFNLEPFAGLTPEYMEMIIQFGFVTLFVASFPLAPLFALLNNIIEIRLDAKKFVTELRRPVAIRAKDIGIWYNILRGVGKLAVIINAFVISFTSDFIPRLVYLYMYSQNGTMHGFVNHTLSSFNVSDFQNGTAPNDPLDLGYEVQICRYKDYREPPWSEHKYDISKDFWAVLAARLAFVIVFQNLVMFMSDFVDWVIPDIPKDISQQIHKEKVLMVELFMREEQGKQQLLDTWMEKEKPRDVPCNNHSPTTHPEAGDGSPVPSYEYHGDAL
# TRPC4 PAM: TRPC4 (mouse) allosteric potentiation | Q9QUQ5 | HEK293 TRPC4beta/mu-opioid, DAMGO EC20, Fluo-4 Ca2+ flux; stronger effect = higher value | B-score at 10 µM | 310,000 compounds, 0.42% hits;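 active = B-score of calcium response area above 5 SD of library B-scores, with initial fluorescence ratio within 5 SD of library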;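 also: B-score of integrated fluorescence ratio over time as area under calcium response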
# TRPC4 inh: TRPC4 (mouse) channel inhibition; Q9QUQ5; HEK293 TRPC4beta/mu-opioid, DAMGO-evoked Fluo4 calcium flux; stronger effect = lower value; B-score at 10 µM; 300,000 compounds, 0.39% hits;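 active = B-score over 3 SD under the library average, no early fluorescence shift, positive overall ratio signal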
#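 Assay system: TRPC4beta/mu-opioid receptor HEK293 cell line; compound dosing: single concentration per test compound; detection: Fluo4 Ca2+ flux fluorescence; evaluation: per-well B score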
# TMEM16A act: activates or potentiates the mouse TMEM16A chloride channel | Q8BHY3 | HEK293 TMEM16A/YFP-H148Q/I152L, iodide quench fluorescence; stronger effect = lower value | B-score at 10 µM | 340,000 compounds, 0.3% hits | AID 623877;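 active = fluorescence-ratio B-score plate-corrected deviation score at least 3 library SD below zero, with starting fluorescence score within 5 deviations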;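 also: channel opened by trigger with iodide after compound preincubation; score built on the fluorescence ratio of max minus min over baseline; more negative score means more quench and so TMEM16A activation or potentiation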
# TRPC4 act: opens the mouse TRPC4 cation channel | Q9QUQ5 | HEK293 TRPC4beta/mu-opioid, Fluo4 calcium fluorescence; stronger effect = higher value | B-score at 10 µM | 310,000 compounds, 0.49% hits | AID 2237;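 active = B-score above 5 SD of library B-scores, and initial fluorescence ratio not above library mean plus 5 SD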;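 also: positive B-score marks a calcium rise read as TRPC4 activation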
#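 Assay system: HEK293 stable line with TRPC4beta plus mu-opioid receptor; schedule: 45 min room-temperature Fluo4 loading, 110 s read; technique: kinetic Fluo4 calcium fluorescence; evaluation: integrated baseline-normalised fluorescence ratio, converted to per-well B score; controls: buffer (low) and maximal DAMGO (high)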
# * marks the source's active call; other numbers are inactive results; i = inactive; . = not tested or not shown.
SMILES,MrgX1 ag,MrgX1 PAM,TRPC6 inh,MrgX1 antagonist,SKKanGAS inh,TRPC6 act,TMEM16A inh,TRPC4 PAM,TRPC4 inh,TMEM16A act,TRPC4 act
Cc1ccc2nc(NC(=O)COC(=O)c3ccc(Br)o3)sc2c1,i,i,.,i,.,.,i,.,.,i,.
Cc1cccc2nc(CSCc3ccco3)cn12,i,i,i,i,0,i,i,i,i,i,i
Cc1nc2nc(-c3ccccc3)[nH]n2c(=O)c1Cc1ccccc1,i,i,.,i,.,.,i,.,.,i,.
CN(C)CCCNc1oc(-c2cccc(Cl)c2)nc1C#N,i,i,-6.8*,i,-4,i,i,i,i,i,i
COc1ccc(NC(=O)N2CCc3cc(OC)c(OC)cc3C2)cc1,i,i,i,i,0,i,i,i,i,i,i
Cc1ccc(OCC(=O)Nc2cc(NC(=O)COc3ccc(C)c(C)c3)cc(C(=O)O)c2)cc1C,i,i,i,i,32,i,i,i,i,i,i
CC(C)(C)C1C/C(=C/c2ccco2)C(=O)/C(=C/c2ccco2)C1 (configuration not stated),i,i,.,i,.,.,i,.,.,i,.
CCOC(=O)c1ccc(NC(=O)N2CCN(C(=O)C3CCCO3)CC2)cc1 (configuration not stated),i,i,i,i,3,i,i,i,i,i,i
Cc1nc(C#N)c(N/N=C/c2c(F)cccc2Cl)o1,i,i,i,i,0,i,i,i,i,i,i
Cc1ccc(S(=O)(=O)N(C)C)cc1N,i,i,i,i,-3,i,i,i,i,i,i
O=S(=O)(N1CCOCC1)n1nnc2ccccc21,i,i,i,i,3,i,i,i,i,i,i
COc1ccc(/C=C2\SC(=S)N(CCC(=O)Nc3ccc(O)cc3)C2=O)cc1,i,i,i,i,1,i,i,i,i,i,i
C=CCNc1nc2c(c(=O)n(C)c(=O)n2C)n1Cc1ccc(F)cc1,i,i,i,i,-5,i,i,i,i,i,i
CN(c1cccc(NS(=O)(=O)c2cccc([N+](=O)[O-])c2)c1)S(C)(=O)=O,i,i,i,i,-1,i,i,i,i,i,i
O=C1/C(=C/C=C/c2ccco2)SC(=S)N1NS(=O)(=O)c1ccccc1,i,7.9*,.,i,.,.,i,.,.,i,.
CC1CCc2c(sc(/N=C/c3cccnc3)c2C(N)=O)C1 (configuration not stated),i,i,i,i,4,i,i,i,i,i,i
Cc1noc(C)c1S(=O)(=O)N1CCC(C(=O)Nc2ccc(OC(F)(F)F)cc2)CC1,i,i,i,i,-3,i,i,i,i,i,i
C/C(=C\C(=O)c1ccc(Br)cc1)NCc1ccccc1,i,i,i,i,-15,i,i,i,i,i,i
CC(=O)Oc1ccccc1/C=C/c1nc2ccccc2c(=O)o1,i,i,i,i,8,i,i,i,i,i,i
Cc1cc(Cl)ccc1OCC(=O)Nc1cccc(S(=O)(=O)NC2=NCCCCC2)c1,i,i,i,i,0,i,i,i,i,i,i
N=C1S/C(=C\c2ccc(-c3cccc(Cl)c3)o2)C(=O)N1c1nccs1,i,i,i,i,131*,i,i,i,i,i,i
Cc1ccc(CNc2nc3ccccc3n3nnnc23)cc1,i,i,i,i,-4,i,i,i,i,i,i
CCOC(=O)c1c(SCC(=O)Nc2nc(C)cs2)nc(=O)[nH]c1C,i,i,i,i,4,i,i,i,i,i,i
CCc1ccc(-n2c(=O)c3ccc(C(=O)NCCc4ccccc4)cc3n(CC(N)=O)c2=O)cc1,i,i,i,i,4,i,i,i,i,i,i
CC(=O)Nc1ccc(S(=O)(=O)NCCNC(=O)c2ccccc2F)cc1,i,i,i,i,-6,i,i,i,i,i,i
O=C(COc1ccc(Cl)cc1)NCc1nnc(SCC(=O)NCCc2ccccc2)o1,i,i,i,i,-10,i,i,i,i,i,i
Cc1cc(C)cc(NS(=O)(=O)c2cc(C(=O)NCc3ccccn3)ccc2Cl)c1,i,i,i,i,-5,i,i,i,i,i,i
O=C(NCCCN1CCOCC1)c1cc2c(s1)CCC2,i,i,i,i,7,i,i,i,i,i,i
Fc1cc(F)c2nc(N3CCOCC3)sc2c1,i,i,i,i,-3,i,i,i,i,i,i
COc1ccc(N=C2S/C(=C\c3ccco3)C(=O)N2CC(C)C)cc1,i,i,i,i,6,i,i,i,i,i,i
CSc1nc2c(c(=O)[nH]1)C(c1ccc(F)cc1)CC(=O)N2 (configuration not stated),i,i,i,i,24,i,i,i,i,i,i
CC(C)NC(=S)NC1(C)CCS(=O)(=O)C1 (configuration not stated),i,i,i,i,-1,i,i,i,i,i,i
CC(NC(=O)c1ccc2c(c1)OCO2)C(c1cccs1)N1CCN(c2ccccc2)CC1 (configuration not stated),i,i,i,i,5,i,i,i,i,i,i
CC(=O)c1ccc(N=Nc2ccc(N)cc2)cc1,i,i,i,i,7,i,i,i,i,i,i
O=C(c1ccccc1S(=O)(=O)NCC(O)COc1ccc([N+](=O)[O-])cc1)N1CCCCC1 (configuration not stated),i,i,i,i,3,i,i,i,i,i,i
CCCn1nnc(NC(=O)c2ccc(OCC)c(Cl)c2)n1,i,i,i,i,-2,i,i,i,i,i,i
C/C(CCc1ccccc1)=N\NC(=O)C1C2CCCCC21 (configuration not stated),i,i,i,i,-25,i,i,i,i,i,i
C/C(=N\NC(=O)CCn1nnc2ccccc21)c1ccco1,i,i,i,i,-7,i,i,i,i,i,i
Cc1ccc(C)c(NC(=O)COc2cccc3c2CCN(Cc2ccccc2C)C3=O)c1,i,i,i,i,13,i,i,i,i,i,i
C=CCNc1nc(Nc2ccc(OC)cc2)nc(OC)n1,i,i,i,i,3,i,i,i,i,i,i
O=C(Nc1cc(N2CCOCC2)ncn1)c1ccccc1,i,i,i,i,-9,i,i,i,i,i,i
CCOc1cc(C(=O)N(C)Cc2cc3cc(OC)ccc3[nH]c2=O)cc(OCC)c1OCC,i,i,i,i,-4,i,i,i,i,i,i
CN1C(=O)C(C)(C)c2cc(S(=O)(=O)N3CCC(C(=O)NCc4ccc(Cl)cc4)CC3)ccc21,i,i,i,i,-3,i,i,i,i,i,i
CCN(CC)C(=O)COc1ccc2oc(C)c(C(=O)OC)c2c1,i,i,.,i,.,.,i,.,.,i,.
O=C(NCc1cccnc1)C1c2ccccc2C(=O)N1C1CCCC1 (configuration not stated),i,i,i,i,-2,i,i,i,i,i,i
CC(C)CNC(=O)COC(=O)c1c2c(nc3ccccc13)CCC2,i,i,i,i,-4,i,i,i,i,i,i
CCOc1ccc(N(C(=O)CNS(=O)(=O)c2ccccc2)C(CC)C(=O)NCc2ccco2)cc1 (configuration not stated),i,i,i,i,1,i,i,i,i,i,i
O=C(c1ccc(=O)oc1)N1CCN(c2ccc(F)cc2)CC1,i,i,i,i,-4,i,i,i,i,i,i
COc1ccc(N(CC(=O)NCc2ccco2)S(=O)(=O)c2ccc(C)cc2)cc1OC,i,i,i,i,-3,i,i,i,i,i,i
O=C(CCSc1ccccc1)Nc1ccc(OCc2ccccc2)cc1,i,i,i,i,0,i,i,i,i,i,i
Nc1cc(-c2cccc([N+](=O)[O-])c2)[nH]n1,i,i,i,i,7,i,i,i,i,i,i
Cn1cc(Cl)c(C(=O)NC2CCCC2)n1,i,i,i,i,3,i,i,i,i,i,i
CC(C)CCN1C(Nc2ccccc2)=NC[C@@H]1CC(C)C,i,i,i,i,2,i,i,i,i,i,i
O=C(O)c1c[nH]c(=S)n1-c1ccc(F)cc1,i,i,i,i,8,i,i,i,i,i,i
Nn1c(COc2ccccc2)nnc1SCC(=O)O,i,i,i,i,5,i,i,i,i,i,i
COc1ccc(C(=O)NC2(C(F)(F)F)N=C3SCCN3C2=O)cc1 (configuration not stated),i,i,i,i,.,i,i,i,i,i,i
Cc1cccc(N2CCN(C(=O)C3CCN(S(=O)(=O)N4CCOCC4)CC3)CC2)c1C,i,i,i,i,18,i,i,i,i,i,i
Cc1cc(NC(=O)CSc2nc(-c3cccnc3)ccc2C#N)no1,i,i,i,i,-1,i,i,i,i,i,i
COc1ccc(C)cc1NC(=O)CCCNC(=O)Cn1cnc2sc(C)c(C)c2c1=O,i,i,i,i,12,i,i,i,i,i,i
CCOP(=O)(OCC)/C(=N/OC(=O)c1ccccc1C)C(N)=O,i,i,i,i,-4,i,i,i,i,i,i

# Additional entries follow:
SMILES,MrgX1 ag,MrgX1 PAM,TRPC6 inh,MrgX1 antagonist,SKKanGAS inh,TRPC6 act,TMEM16A inh,TRPC4 PAM,TRPC4 inh,TMEM16A act,TRPC4 act
CC(C)c1ccc(NC(=O)CNC(=O)Cn2ccc3ccccc3c2=O)cc1,i,i,i,i,-1,i,i,i,i,i,i
O=C(NC1CCCCC1)c1cccc(OCc2ccccc2)c1,i,i,i,i,35,i,i,i,i,i,i
COc1cc(OC)cc(C(=O)NC(=S)Nc2ccc(Cl)c(C(=O)O)c2)c1,i,i,i,i,5,i,i,i,i,i,i
N#Cc1ccc(/C=N/NC(=O)c2cc(-c3cccs3)nc3ccccc23)cc1,i,i,i,i,14,i,i,i,i,i,i
CCOC(=O)C1=C(COC(=O)CSc2ccc(Br)cc2)NC(=O)NC1C (configuration not stated),i,i,i,i,-15,i,i,i,i,i,i
CCOC(=O)c1ccc(NC(=O)C2CCN(C(=O)c3ccc(OC)c(OC)c3)CC2)cc1,i,i,i,i,-1,i,i,i,i,i,i
Cc1ccc(CN2CCC(C(=O)Nc3cccc(-c4cccc(F)c4)c3)CC2)o1,i,i,i,i,1,i,i,i,i,i,i
COc1ccc(C(=O)NCc2nc(C)c(C)s2)cc1OC1CCN(C(C)C)CC1,i,i,i,i,-3,i,i,i,i,i,i
CCC1=C([N+](=O)[O-])C(c2ccc3c(c2)OCO3)NC(=O)N1 (configuration not stated),i,i,i,i,-2,i,i,i,i,i,i
COc1cc(SC)ccc1C(=O)N(Cc1ccccc1)c1ccccn1,i,i,i,i,2,i,i,i,i,i,i

# Screens from PubChem.
